Assay outcomes deposited in PubChem by several laboratories.
APP 5'UTR act – APP 5'UTR luciferase reporter activation; AID 1276; SH-SY5Y APP 5'UTR luciferase reporter, luminescence; zero percent = DMSO vehicle wells; 1% of 190,000 active; activation, % at 2 µM;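 active = activation above a set limit, based on mean plus 3 SD of controls, cut at about 140% in these data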; note: values of inactives mirror those of a sister screen read the other way
TNAP inh hi DEA – TNAP (human) inhibition, high acceptor. 0.03% of 200,000 active. inhibition, % at 20 µM. AID 1135. P05186. purified TNAP, CDP-star luminescence, 1 M DEA;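 active = over 50% inhibition of tissue-nonspecific alkaline phosphatase at 20 µM in the single-dose screen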;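 note: plate controls were DMSO wells for no effect and EDTA-quenched wells as full inhibition for full effect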
TNAP inh no acc – TNAP (human) inhibition, acceptor-free conditions; purified TNAP, CDP-star luminescence, 30 min; inhibition, % at 20 µM; 0.26% of 200,000 active; AID 1012;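 active = tissue-nonspecific alkaline phosphatase inhibition above about 50% at 20 µM in the single-dose screen, limit read from the data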;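 note: 0% = DMSO negative control and 100% = EDTA positive control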
PMI act – phosphomannose isomerase (human) activation | P34949 | purified human PMI, coupled resazurin fluorescence, 20 min; active compounds read high; 1 = vehicle control, 0 substrate-free wells | activation factor at 20 µM | 0.005% of 190,000 active | AID 1214;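 active = activation factor of 2 or more at 20 µM, relative to plate controls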
Target sequence (P34949 whole entry, looked up): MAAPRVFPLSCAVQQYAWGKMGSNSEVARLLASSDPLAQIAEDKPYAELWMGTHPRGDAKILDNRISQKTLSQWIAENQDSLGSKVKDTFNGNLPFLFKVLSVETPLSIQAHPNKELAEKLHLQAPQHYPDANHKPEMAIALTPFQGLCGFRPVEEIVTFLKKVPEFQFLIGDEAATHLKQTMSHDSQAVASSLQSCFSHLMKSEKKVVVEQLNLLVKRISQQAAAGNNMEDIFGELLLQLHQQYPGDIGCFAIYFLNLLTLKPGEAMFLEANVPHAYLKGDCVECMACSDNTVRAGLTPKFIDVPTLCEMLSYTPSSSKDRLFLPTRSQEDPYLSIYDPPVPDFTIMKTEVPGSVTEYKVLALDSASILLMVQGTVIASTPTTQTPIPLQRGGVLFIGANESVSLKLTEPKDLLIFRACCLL
NF-kB neuron act – NF-kB expression increase, human neuronal cells. 1.6% of 190,000 active. NF-kB reporter expression; active compounds read high. fold change at 12.5 µM; in the data active = fold change above about 3.3
bIAP act – increases bovine intestinal alkaline phosphatase activity | purified bovine IAP, CDP-star luminescence, 30 min; active compounds read high; fold of DMSO-control signal, blank-subtracted | activation factor at 20 µM | 0.17% of 200,000 active;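 active = activation factor of 2 or more at 20 µM, a signal rise over negative controls twice the positive control's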
PMI act hi M6P – activators of human phosphomannose isomerase at near-saturating mannose 6-phosphate | activation factor at 20 µM | coupled PMI enzyme assay, resazurin fluorescence, 20 min; active compounds read high; 1 = untreated enzyme, 0 = substrate-free blank | 0.34% of 190,000 active;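 active = activation factor of 2 or more at 20 µM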
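assay system = human phosphomannose isomerase with PGI, G6PDH, diaphorase coupling enzymes | quantity = 15 ng/mL PMI | incubation = enzyme reaction with compound 20 min at room temperature | medium = HEPES pH 7.4 buffer with MgCl2 and Tween-20 | compound dosing = one concentration, 20 µM, in 1% DMSO | measured by = Diaphorase-driven resazurin-to-resorufin fluorescence, excitation 544, emission 590 nm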
FLuc inh counter – counter-screen for luciferase assay inhibitors: firefly luciferase inhibition. P08659. ATPLite firefly luciferase biochemical luminescence, 10 min. inhibition, % at 10 µM. 1.5% of 200,000 active;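 active = inhibition above about 50% when tested at 10 µM, limit read from the data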
Target sequence (P08659 whole entry, looked up): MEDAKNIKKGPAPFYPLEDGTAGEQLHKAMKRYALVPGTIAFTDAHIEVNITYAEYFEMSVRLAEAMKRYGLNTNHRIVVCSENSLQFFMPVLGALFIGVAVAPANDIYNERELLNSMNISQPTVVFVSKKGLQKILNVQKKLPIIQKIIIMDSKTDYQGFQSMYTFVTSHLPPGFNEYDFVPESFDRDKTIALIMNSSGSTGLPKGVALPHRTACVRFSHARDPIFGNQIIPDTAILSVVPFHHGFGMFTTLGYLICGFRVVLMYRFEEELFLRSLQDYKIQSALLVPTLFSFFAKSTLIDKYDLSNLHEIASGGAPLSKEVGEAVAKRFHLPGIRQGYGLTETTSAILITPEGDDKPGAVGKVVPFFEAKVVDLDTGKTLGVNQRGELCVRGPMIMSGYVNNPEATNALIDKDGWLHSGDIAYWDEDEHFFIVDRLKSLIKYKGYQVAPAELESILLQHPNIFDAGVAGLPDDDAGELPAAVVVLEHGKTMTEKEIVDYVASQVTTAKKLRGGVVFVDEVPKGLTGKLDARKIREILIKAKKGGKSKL
FLuc act counter – firefly luciferase counter-screen for stimulation assays; activation factor at 10 µM; ATPlite luciferase biochemical, luminescence, 10 min; 0 = ATP-free wells, 1 = DMSO control; 200,000 tested, under 10 active;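 active = luciferase activation factor, scaled between plate controls, of at least 2 with compound at 10 µM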
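test system = cell-free luciferase reagent | medium = PBS as buffer for the ATP substrate | dosing = test compounds dosed from 2 mM stocks in 100% DMSO | incubation = 10 min at ambient temperature | detection = luminescence measurement of luciferase light output | benchmarks = low control with PBS replacing ATP, high control enzyme plus ATP without compound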
TNAP act hi DEA – increases human TNAP activity under high phosphate acceptor concentration; P05186; purified TNAP, CDP-star luminescence, 1 M DEA, 30 min; active compounds read high; 0 = EDTA background, 1 = DMSO-only activity; activation factor at 20 µM; AID 1136; 200,000 tested, under 10 active;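 active = activation factor at least 2 at 20 µM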
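system = human TNAP | amount = enzyme diluted 1/800 final | reagent = 100 µM CDP-star substrate | signal = luminescent substrate turnover signal | dosing = one dose, 20 µM | benchmarks = EDTA negative control, DMSO positive control | measure = activation factor | timing = 30 min reaction, room temperature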
Active calls of the source: *; · = not tested or not shown.

SMILES	APP 5'UTR act	TNAP inh hi DEA	TNAP inh no acc	PMI act	NF-kB neuron act	bIAP act	PMI act hi M6P	FLuc inh counter	FLuc act counter	TNAP act hi DEA
CC1CCC/C(=C(\C#N)c2nc(-c3cc4ccccc4oc3=O)cs2)C1 (stereo not drawn)	148*	0	-2	0.9	0.8	1.1	0.9	31	0.7	1
CCn1nc(C(=O)Nc2nc3ccc(C)cc3s2)c2ccccc2c1=O	14	1	0	0.9	0.99	1	1	-2	1	1
Cc1ccc(C(=O)N/C(=C\c2cccs2)C(=O)NCCCn2ccnc2)cc1	-18	-3	-7	1	0.94	0.9	1.1	-6	1.1	1
CC(=O)Nc1ccc(-c2csc(Nc3ncccn3)n2)cc1	141*	-2	-11	1	1.4	0.9	1	0	1	1
Cc1cccc(Nc2c([N+](=O)[O-])cc(C(=O)N3CC(=O)Nc4ccccc43)cc2[N+](=O)[O-])c1	26	7	-3	0.9	0.99	0.8	1	-5	1	0.9
O=C(Nc1ccc(S(=O)(=O)N2CCc3ccccc32)cc1)c1ccc2c(c1)OCO2	5	-2	-1	0.8	1.2	0.8	0.9	-8	1.1	1
CCN1C(=O)C(C(=O)c2ccccc2)SC1=S (stereo not drawn)	-26	-3	-14	1	1.2	1	1.1	0	1	1
C/C(=N\NC(=O)CNc1cccc(Cl)c1C)c1cccs1	-1	-4	-5	1	1.1	0.8	1.1	-4	1	1
COc1ccc(C(=O)NCc2nnc(SCC(=O)N3CCCc4ccccc43)o2)cc1OC	0	-4	-1	1.1	0.97	1.4	1.1	-6	1.1	1
CCOC(=O)C1CCCN(C(=O)c2ccc(CS(=O)(=O)c3ccc(C)cc3)o2)C1 (stereo not drawn)	-1	-8	-13	0.9	1.2	1	1	-7	1.1	1.1
Cc1ccccc1NC(=O)/C=C/c1cccc(C(F)(F)F)c1	33	-1	-4	0.9	1.1	0.9	0.9	-2	1	1
CCCSc1nnc(-c2ccccc2N)c(=O)[nH]1	74	0	-6	1	2.8	0.9	1	0	1	1
CC(C)(C)C(O)(CC#CCN1CCCC1)c1ccccc1 (stereo not drawn)	5	0	8	0.9	0.95	1	0.9	-1	1	1
NNC(=O)C1CCCn2c1nc1sc3c(c1c2=O)CCCC3 (stereo not drawn)	-3	-6	-16	1	1.1	0.9	1	-3	1	1.1
Cc1ccc(S(=O)(=O)N2CCC(C(=O)OCc3ccc([N+](=O)[O-])cc3)CC2)cc1	-14	-4	14	1.1	1.1	0.8	1.1	-3	1	1
O=C(C1CCC(CNS(=O)(=O)c2cccc3cccnc23)CC1)N1CCc2ccccc21 (stereo not drawn)	-7	-6	8	1	0.41	1	0.9	-6	1.1	1.1
CC1(C)C(c2ccccc2)=NC(c2ccc(F)cc2)N1O (stereo not drawn)	0	-6	-7	1.2	0.94	0.8	1.1	-4	1	1.1
Cc1ccc(NC(=O)c2ccc([N+](=O)[O-])o2)cc1C	-44	-4	-4	1	·	1.1	1	9	0.9	1
CCN1CCc2c(C#N)c(N3CCCCC3)nc(NCc3ccccc3)c2C1	-2	-1	-8	0.7	2.6	1	0.7	-8	1.1	1
c1ccc(Oc2cccc(OCCCn3cncn3)c2)cc1	18	2	12	1	1	0.9	1	-5	1.1	1
COC(=O)c1ccccc1NC(=O)C/C(C)=N/NC(=O)CC#N	-16	-5	-16	1.1	1.1	1.4	1	-3	1	1.1
CC1(C)N=C(N)NC(Nc2cccc(Br)c2)=N1	6	-8	-35	1.1	0.93	1.1	1	-7	1.1	1.1
Cc1nc2ccc(NC(=O)N(C(C)C)C(C)C)cc2s1	6	-4	-5	1	0.92	1.1	0.9	-8	1.1	1
Cc1ccc(-c2nn3c(C)nnc3c3ccccc23)cc1S(=O)(=O)NC(C)c1ccccc1 (stereo not drawn)	26	-4	-7	1	0.56	1	1	-9	1.1	1
CC(=O)Nc1ccc(S(=O)(=O)Oc2cccc(N3C(=O)C4CCCCC4C3=O)c2)cc1 (stereo not drawn)	4	-5	-12	1	0.89	0.9	1	-6	1.1	1.1
O=C1C(=C(O)c2ccccc2)C(=O)c2ccccc21	3	-3	-11	1.4	0.96	0.9	1.5	2	1	1
CCOC(=O)c1ccc(NC(=O)C23CCC(C)(C(=O)O2)C3(C)C)cc1 (stereo not drawn)	6	-3	-8	1	0.85	1	1.1	7	0.9	1
N#Cc1ccc(C(=O)Nc2ccn(-c3ccccc3)n2)cc1	-6	-4	-10	1	1.5	0.9	0.9	4	1	1
Cc1ccc2c(c1)N(CCC(=O)NC(C)C)C(=O)CO2	3	2	-4	1	1.1	1	1	-1	1	1
Cc1[nH]n(-c2ccc(Cl)cc2)c(=O)c1C(=O)c1ccccc1	11	-5	-9	1	1.2	1.1	0.9	-5	1.1	1.1
Cn1c(=O)[nH]c(=O)c2c1nc(CN1CCN(c3ccccc3F)CC1)n2CC(N)=O	-6	1	-7	1	1.1	0.9	1	-3	1	1
COc1ccc(-n2nnc3c(=O)n(Cc4ccccc4C)cnc32)cc1	-7	-2	-9	1	1.1	1	1	-3	1	1
CCOc1ccc(C(=O)N2CCC(C(=O)c3ccc4c(c3)OCCO4)CC2)cc1	8	-8	-5	0.9	1.2	1	1	-10	1.1	1.1
CC(C)(C#CC(O)(c1ccccc1)c1ccccc1)N1CCCC1	-8	1	0	1	0.95	1	1.1	-5	1.1	1
CCN(CCCNC(=O)Cn1cc2c(n1)CCCC2)c1cccc(C)c1	22	-3	-5	0.9	1	1.1	0.9	-1	1	1
CN(C)c1ccc(C=C2C(=O)OC(C)(C(C)(C)C)OC2=O)cc1 (stereo not drawn)	-4	-4	-2	0.9	1.1	1	0.9	-2	1	1
CC(C)=C1C2CCC1C(C(=O)Nc1sc(C)c(-c3ccc(C(C)C)cc3)c1C(N)=O)C2C(=O)O (stereo not drawn)	18	-1	-4	1	0.87	1	1	-4	1	1
O=C(/C=C/c1ccccc1)Oc1cccc(C(=S)N2CCOCC2)c1	14	4	-5	0.8	1	1.1	0.9	42	0.6	1
CSCCC(NC(=O)c1ccccc1)C(=O)NC1CC1 (stereo not drawn)	-3	-3	-8	1	1.1	1.1	1	-1	1	1
O=C(CSCc1ccccc1)Nc1nccs1	1	-4	-10	0.9	1.3	1.1	1	11	0.9	1

Sorted by length of the SMILES (falling): part of the list above
SMILES	APP 5'UTR act	TNAP inh hi DEA	TNAP inh no acc	PMI act	NF-kB neuron act	bIAP act	PMI act hi M6P	FLuc inh counter	FLuc act counter	TNAP act hi DEA
CCOC(=O)C1CCCN(C(=O)c2ccc(CS(=O)(=O)c3ccc(C)cc3)o2)C1 (stereo not drawn)	-1	-8	-13	0.9	1.2	1	1	-7	1.1	1.1
CC1CCC/C(=C(\C#N)c2nc(-c3cc4ccccc4oc3=O)cs2)C1 (stereo not drawn)	148*	0	-2	0.9	0.8	1.1	0.9	31	0.7	1
CCn1nc(C(=O)Nc2nc3ccc(C)cc3s2)c2ccccc2c1=O	14	1	0	0.9	0.99	1	1	-2	1	1
COC(=O)c1ccccc1NC(=O)C/C(C)=N/NC(=O)CC#N	-16	-5	-16	1.1	1.1	1.4	1	-3	1	1.1
Cc1ccccc1NC(=O)/C=C/c1cccc(C(F)(F)F)c1	33	-1	-4	0.9	1.1	0.9	0.9	-2	1	1
Cc1ccc2c(c1)N(CCC(=O)NC(C)C)C(=O)CO2	3	2	-4	1	1.1	1	1	-1	1	1
CC(C)(C)C(O)(CC#CCN1CCCC1)c1ccccc1 (stereo not drawn)	5	0	8	0.9	0.95	1	0.9	-1	1	1
c1ccc(Oc2cccc(OCCCn3cncn3)c2)cc1	18	2	12	1	1	0.9	1	-5	1.1	1
CCN1C(=O)C(C(=O)c2ccccc2)SC1=S (stereo not drawn)	-26	-3	-14	1	1.2	1	1.1	0	1	1

Remaining list, next part:
SMILES	APP 5'UTR act	TNAP inh hi DEA	TNAP inh no acc	PMI act	NF-kB neuron act	bIAP act	PMI act hi M6P	FLuc inh counter	FLuc act counter	TNAP act hi DEA
CCCCN=Cc1sc2ccc(OCC)cc2c1O	29	2	-10	0.5	1.6	1.1	0.7	11	0.9	1
Cc1cccn2cc(-c3c[nH]c4ccccc34)nc12	134	-4	-20	1	1	1	0.9	16	0.8	1
CCOc1ccc(Nc2nc(Cc3nnc(SCC(=O)N(CC)CC)n3C)cs2)cc1	-4	6	0	1.1	0.99	0.9	1	3	1	0.9
Cc1ccccc1-n1ccnc1SCC(=O)O	11	-5	-7	1.1	1.3	1	1.1	-8	1.1	1.1
Cc1occc1-c1nnc(SCC(=O)NC2CCCC2)n1-c1ccccc1	0	0	-2	1	1.1	1.1	1.1	-6	1.1	1
Cc1ccccc1NS(=O)(=O)c1ccc(OCC(=O)NCc2ccccn2)cc1	-7	-5	-12	1	·	1	1	-9	1.1	1
CC(=O)Nc1ccc(N=Cc2c(O)c(C(=O)Nc3ccccc3)cc3ccccc23)cc1	7	13	17	0.9	1.1	0.8	0.6	95*	0.1	0.9
COc1ccc(/C=N/Nc2cc(=O)n(C)c(=O)n2C)cc1OC	4	5	-7	0.8	0.68	2*	0.7	10	0.9	1
O=C(COC(=O)/C=C/c1ccc(F)cc1)Nc1cccc(S(=O)(=O)N2CCCC2)c1	-9	-8	-8	0.9	0.99	0.9	0.9	-3	1	1.1
CCCN1CCC(N2CCN(c3ccccc3OC)CC2)CC1	·	-6	-14	1	·	1	1	-4	1	1.1
COc1ccc(Cn2nnnc2CN(Cc2cc3cc(C)ccc3[nH]c2=O)C2CCCC2)cc1	-7	3	-1	1.2	0.91	0.9	1.5	-1	1	1
Cc1ccc(C(=O)N(Cc2cccnc2)Cc2cc3cc(C)ccc3n3nnnc23)cc1	-7	-6	-8	1	0.95	1.1	1	1	1	1.1
O=C(Oc1c(-c2ccccc2)oc2ccccc2c1=O)c1ccccc1	9	-4	-7	0.9	0.87	1	1	-5	1.1	1
CN(C)C(=O)c1cn(-c2ccccc2)nc1-c1cc2ccccc2oc1=O	17	-3	-11	1	0.92	1	1	-3	1	1
c1ccc2c(N3CCCCCC3)nc(-c3ccncc3)nc2c1	2	-3	-7	0.9	0.96	1	0.9	-7	1.1	1
O=C(/C=C/c1ccccc1Cl)Nc1cccc(O)c1	191*	-2	-10	1	12*	0.9	1	84*	0.2	1
O=C(CSc1nnc(-c2ccccn2)o1)Nc1ccccc1	129	-4	2	1.1	2.8	1.4	1.1	-5	1	1
Cc1cccc(C(=O)N2CCN(c3ccccn3)CC2)c1	7	-2	-8	0.9	1.1	1	0.9	-2	1	1
